MIN6 prolif: MIN6 beta-cell proliferation induction; MIN6 cells proliferation, ATPlite luminescence, 48 h; cells starved in 0.2% serum; 100% = growth in 10% serum; proliferation, % at 10 µM; 330,000 tested, 0.29% active; AID 2380;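 active = compounds whose signal lies at least 3.5 SD above the mean of all wells on their plate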;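 note: 0% = DMSO-treated cells in low-serum medium and 100% = 10% serum control; some compounds called inactive have numbers as strong as hits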
tim10-1 inh: tim10-1 yeast growth inhibition; S. cerevisiae tim10-1 ts strain growth, BacTiter-Glo, 24 h; inhibition, % at 20 µM; 330,000 tested, 2.2% active; AID 463190;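 active = inhibition of at least 40%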;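 note: mutant grown at 25 °C; 0% = DMSO wells with yeast and 100% = wells holding no yeast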
TIM10 inh: inhibits growth of TIM10 yeast strain; 330,000 tested, 1.4% active; inhibition, % at 10 µM; S. cerevisiae TIM10 strain growth, BacTiter-Glo luminescence, 24 h;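 active = inhibition of 40% or more at the single tested concentration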;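 note: wild-type TIM10 isogenic control strain grown at permissive 25 °C; 0% = DMSO yeast wells and 100% = minimal medium wells without yeast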
APOBEC3A inh: human APOBEC3A DNA deaminase inhibition; P31941; 330,000 tested, 0.41% active; inhibition, % at 20 µM; recombinant A3A, FAM/TAMRA ssDNA deamination fluorescence;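 active = at least 40% inhibition at 20 µM here, with at most 30% in a related deaminase screen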;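 note: plate controls were A3A with DMSO for no effect and wells lacking A3A enzyme for full effect; some results filed as inactive read as strong as hits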
Target sequence (P31941 whole entry, looked up): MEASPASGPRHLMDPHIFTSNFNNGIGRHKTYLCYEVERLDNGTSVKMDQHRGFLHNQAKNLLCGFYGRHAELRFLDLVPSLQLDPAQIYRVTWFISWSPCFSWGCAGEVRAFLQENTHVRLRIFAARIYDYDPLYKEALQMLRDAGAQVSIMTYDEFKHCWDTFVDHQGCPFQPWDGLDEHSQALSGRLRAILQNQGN
mIAP act: increases mouse intestinal alkaline phosphatase activity. muIAP, CDP-Star luminescence, 30 min; active compounds read high; 1 = vehicle-only enzyme signal, 0 = enzyme-free wells. activation factor at 10 µM. 330,000 tested, 0.24% active;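 active = activation factor of at least 2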; note: the source names both 10 and 20 µM as test concentration; values of inactives mirror those of a sister screen read the other way
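System: mouse IAP enzyme. Reagent: CDP-Star chemiluminescent phosphatase substrate. Benchmarks: DMSO wells, no-enzyme wells. Times: 30 min enzyme-substrate-compound incubation at room temperature. Detection: luminescence from enzymatic CDP-Star hydrolysis. Doses: test compounds delivered from DMSO solution.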
hIAP inh: blocks human intestinal alkaline phosphatase; P09923; purified IAP, CDP-Star luminescence, 30 min; inhibition, % at 10 µM; 330,000 tested, 0.12% active;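 active = inhibition reaching a set limit with compound at 10 µM in the primary screen, cut at about 35% in these data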;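 note: plate controls were DMSO wells with enzyme for no effect and no-enzyme buffer wells for full effect; values of inactives mirror those of a sister screen read the other way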
Target sequence (P09923 whole entry, looked up): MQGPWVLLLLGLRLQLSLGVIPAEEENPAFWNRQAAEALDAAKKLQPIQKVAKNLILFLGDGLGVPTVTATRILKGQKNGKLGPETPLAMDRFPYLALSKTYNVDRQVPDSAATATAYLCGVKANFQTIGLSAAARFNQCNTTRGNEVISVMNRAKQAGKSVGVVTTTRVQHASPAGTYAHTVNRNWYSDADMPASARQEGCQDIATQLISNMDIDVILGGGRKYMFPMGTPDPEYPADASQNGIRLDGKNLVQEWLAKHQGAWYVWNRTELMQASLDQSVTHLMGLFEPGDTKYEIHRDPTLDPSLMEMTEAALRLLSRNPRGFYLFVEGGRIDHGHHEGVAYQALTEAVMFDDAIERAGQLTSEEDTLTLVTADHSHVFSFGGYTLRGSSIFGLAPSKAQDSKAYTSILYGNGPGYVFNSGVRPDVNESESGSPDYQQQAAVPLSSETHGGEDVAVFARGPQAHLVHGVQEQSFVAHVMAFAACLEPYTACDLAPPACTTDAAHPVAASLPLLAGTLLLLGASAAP
A3G deaminase: inhibitors of human APOBEC3G DNA deaminase; Q9HC16; recombinant A3G, ssDNA deamination FAM/TAMRA fluorescence; inhibition, % at 20 µM; 330,000 tested, 0.28% active; AID 493012;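 active = inhibition of at least 40% at 20 µM, with no more than 30% in the related APOBEC3A deaminase screen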;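 note: plate controls were DMSO wells with A3G for no effect and wells lacking A3G enzyme for full effect; some compounds called inactive have numbers as strong as hits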
NALP3 yeast inh: NALP3 inhibition in yeast; Yeast reconstituted NLRP3/ASC/caspase-1, beta-gal luminescence, 24 h; inhibition, % at 10 µM; 330,000 tested, 0.39% active; AID 2825;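 active = inhibition of 50% or more; inactive = inhibition below 50%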;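 note: plate controls were induced DMSO wells for no effect and uninduced yeast grown without galactose for full effect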
mIAP block: mouse IAP inhibition; 330,000 tested, 0.2% active; inhibition, % at 10 µM; AID 2806; purified mouse IAP, CDP-Star luminescence, 30 min;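 active = inhibition of at least 40% at 10 µM in the primary screen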;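 note: plate controls were DMSO with enzyme for no effect and no enzyme wells for full effect; values of inactives mirror those of a sister screen read the other way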
The depositor's hits bear a star.

SMILES	MIN6 prolif	tim10-1 inh	TIM10 inh	APOBEC3A inh	mIAP act	hIAP inh	A3G deaminase	NALP3 yeast inh	mIAP block
CC(C)n1c(COc2ccccc2)nc2ccccc21	-1	8	13	1	1.1	-19	-1	57*	-9
Cc1cc(NC(=O)CSCC(=O)OCC(=O)Nc2cc(C)c(C)cc2[N+](=O)[O-])no1	3	7	9	1	0.93	16	2	14	7
CCCc1cc(=O)oc2c3c(cc(OCC(=O)NCC4CCC(C(=O)O)CC4)c12)OC(C)(C)CC3 (stereo not drawn)	-1	-16	9	-1	1	3	-10	21	-1
O=C(O)c1ccc(/C=N/Nc2ccc(Cl)nn2)cc1	1	2	-21	-2	0.98	7	-3	7	2
O=C(C1=C(O)C(=O)N(CC2CCCO2)C1c1cccnc1)c1ccco1 (stereo not drawn)	-1	0	-11	-7	1.1	-14	-6	11	-12
O=C(CSCc1ccc(Cl)cc1)Nc1ccccc1O	-2	20	32	-2	0.92	14	-5	15	8
O=C(NNc1cc(Cl)ccc1Cl)c1cccs1	-1	8	-7	-4	0.98	-2	-3	-8	2
COc1cc2cc(CCCOC(=O)c3cc(OC)c(OC)c(OC)c3)oc(=O)c2cc1OC	0	-7	0	1	0.98	-1	-5	9	2
C=CCNC(=O)COC(=O)/C=C/c1cccs1	2	10	-5	4	1	7	-3	2	-1
CCCOc1ccc(-c2csc(NC(=O)CN3C(=O)CCC3=O)n2)cc1	-2	20	2	-4	1.1	9	-7	5	-6
Cc1ccc(C(=O)NCCc2nnc3ccc(N4CCCC4)nn23)cc1	5	-3	8	-2	0.89	15	-4	3	11
CC1(N2CCCCC2)CC2(O)C(=[N+]1[O-])CCC/C2=N\O (stereo not drawn)	5	-2	-1	1	0.95	13	4	10	5
N=C1C2=C3Sc4ccccc4N3CCCC2=NN1c1cccc(S(=O)(=O)O)c1	-1	-6	16	8	0.99	-10	-1	0	1
CC1CC(C)CN(c2oc(-c3ccccc3F)nc2C#N)C1 (stereo not drawn)	-2	17	31	-2	1	4	-7	-5	-2
COc1ccc(-c2nnc3ccc(SCC(=O)Nc4nc5ccccc5s4)nn23)cc1OC	0	-7	-2	0	1	-4	-10	-13	-3
C=CC[C@@H](Cc1ccc(F)cc1)C(=O)OC[C@H]1CCCN1C(=O)[C@H](CC=C)CC(=O)NCCO	0	-2	0	-2	0.9	-7	-8	13	10
O=C(CSc1ccc(-c2cccnc2)nn1)Nc1ccc(F)cc1F	6	7	17	-1	0.95	0	-1	11	5
Cc1onc(-c2ccccc2)c1C(=O)Nc1ccc(OC(C)C)cc1	-2	16	8	-1	1	-12	-1	10	-2
CCN(CC(=O)NCc1ccc(Cl)cc1)S(=O)(=O)c1ccc(F)cc1	-5	10	-6	7	1	-2	-3	20	0
COc1cccc(NC(=O)/C=C/c2ccco2)c1	-2	-20	3	2	0.98	3	-4	22	2
Cc1ccc(Oc2ccc3c(c2)C(=O)N(c2ccc(S(=O)(=O)Nc4nccs4)cc2)C3=O)cc1	0	14	-3	-2	0.85	3	-2	21	15
O=c1c2ccccc2c(-c2cccc(C(F)(F)F)c2)nn1-c1ccccc1	-3	15	-22	3	0.91	17	-5	9	9
CC1CCCC(C)N1Cc1cn2ccccc2n1 (stereo not drawn)	-2	-23	-10	5	0.97	13	-9	6	3
CCn1c(C)nnc1SCC(=O)Nc1ccc(Cl)cc1	-2	-16	-12	-3	1.1	12	-5	18	-9
Cc1ccc2cc(C#N)c(NCc3ccco3)nc2c1	0	23	6	4	1	0	3	4	-2

Another view of two compounds above:
Order of values – MIN6 prolif, tim10-1 inh, TIM10 inh, APOBEC3A inh, mIAP act, hIAP inh, A3G deaminase, NALP3 yeast inh, mIAP block
> O=C(C1=C(O)C(=O)N(CC2CCCO2)C1c1cccnc1)c1ccco1 (stereo not drawn)
    -1, 0, -11, -7, 1.1, -14, -6, 11, -12
> O=C(CSCc1ccc(Cl)cc1)Nc1ccccc1O
    -2, 20, 32, -2, 0.92, 14, -5, 15, 8

Next results.
SMILES	MIN6 prolif	tim10-1 inh	TIM10 inh	APOBEC3A inh	mIAP act	hIAP inh	A3G deaminase	NALP3 yeast inh	mIAP block
CC(C)N(CCCNC(=O)C1CCC(CNS(=O)(=O)c2ccccc2)CC1)Cc1ccccc1 (stereo not drawn)	0	20	-1	-3	1.1	-2	10	8	-5
CC(C)(C)NC(=O)NC(=O)COC(=O)CNC(=O)C1CCCCC1	-1	-8	-6	1	1	-7	-5	13	-4
CC(=O)NC1CSCC1OC(C)=O (stereo not drawn)	5	-2	7	-6	0.94	-3	-5	9	6
Cc1nc(S(=O)(=O)Cc2ccccc2Cl)nc2c1CCC2	-2	14	-4	1	1.1	5	3	23	-10
COc1ccc(/C=C(\C#N)C(=O)OCC(=O)N(C)C2CCS(=O)(=O)C2)cc1 (stereo not drawn)	-3	-5	5	-2	1	6	-10	4	0
COc1ccc(CNC(=O)CN(c2cc(C)cc(C)c2)S(=O)(=O)c2c(C)noc2C)cc1	-3	11	11	4	1.1	7	-1	4	-14
O=S(=O)(NCc1cn2ccccc2n1)c1cccs1	-3	-3	-7	2	0.89	-4	0	-7	11
O=C(Nc1cccc(F)c1)c1sc(Cl)nc1-c1ccccc1	-5	0	6	1	0.98	-6	3	15	2
Cc1ccc(S(=O)(=O)N(C)c2ccc(N)cc2)cc1	1	13	9	-1	0.97	-6	-7	2	3
CC(C)(C)c1ccc(Cn2nnc3c(=O)[nH]c(C4CCCN(C(=O)Cc5cccs5)C4)nc32)cc1 (stereo not drawn)	-5	10	7	2	0.94	2	-5	5	6
Cc1cccc(NC(=O)CSc2cc(C)c(C#N)c3nc4ccccc4n23)c1	-6	6	7	-1	0.88	2	-5	18	12
Cc1ccc(S(=O)(=O)/N=C(/c2ccc(F)cc2)N2CCCC2)cc1	-3	17	15	-3	0.97	-43	11	14	3
Cc1ccc(SCCC(=O)NC2CC2)cc1	2	-1	6	-5	1.1	1	-5	11	-6
CCOC(=O)c1sc2nc(C(C)C)c3c(c2c1N)CC(C)(C)OC3	3	9	7	3	1.4	-13	4	5	-38
C=CCOc1c(Br)cc(CNc2ccc3[nH]c(=O)[nH]c3c2)cc1OCC	-1	16	7	-3	0.99	-2	-1	17	1
CCCCN=CC1=C(O)C(C(=O)OC)C(C)(C)CC1=O (stereo not drawn)	-1	8	10	-8	1	-11	-11	8	-4
CC1=C(C(=O)Nc2ccc(F)cc2)C(c2cccc(C)c2)n2nc(CCCO)nc2N1 (stereo not drawn)	-1	-10	-3	0	0.97	15	-5	17	3
O=S(=O)(Nc1ccc(S(=O)(=O)Nc2ccccc2)cc1)c1ccccc1	-2	19	-4	0	1.1	-33	-5	-6	-11
O=C(COc1ccccc1Cl)N1CCc2ccccc2C1	-1	26	17	-9	1	6	-8	-4	-1
Cc1noc(C(=O)NCc2ccc(F)cc2)c1Cl	-6	23	4	0	1.1	-38	-7	13	-8
Cc1ccc(-c2nnc(N3CCOCC3)c3ccccc23)cc1S(N)(=O)=O	-1	21	-1	-8	0.97	-8	-11	5	3
COc1cc2c(cc1OC)C(SC)=NC1(CCCC1)C2	-6	25	9	-3	1.1	-9	-10	20	-8
Cc1cc(-c2nnc(CCC(=O)N(C)Cc3ccsc3)o2)no1	0	13	6	3	1	-1	-3	-1	-1
O=C(COc1ccccc1)NNC(=S)NC(=O)c1ccccc1	-3	6	25	-5	0.84	-32	24	39	16
COc1ccc(C(=O)c2nc3c(n2O)CCCC3)cc1OC	-2	1	6	-2	0.98	5	-1	17	2

NALP3 yeast inh: what is marked active above.
Compound	TIM10 inh	APOBEC3A inh	mIAP act	hIAP inh	A3G deaminase	NALP3 yeast inh	mIAP block
CC(C)n1c(COc2ccccc2)nc2ccccc21	13	1	1.1	-19	-1	57*	-9

The results go on:
SMILES	MIN6 prolif	tim10-1 inh	TIM10 inh	APOBEC3A inh	mIAP act	hIAP inh	A3G deaminase	NALP3 yeast inh	mIAP block
N#CC1=C2Nc3ccccc3N2C(=O)NC1(c1ccccc1)C(F)(F)F (stereo not drawn)	0	15	-22	-3	1.1	2	0	9	-6
O=C(COC(=O)c1cc(S(=O)(=O)N2CCCCC2)ccc1N1CCOCC1)c1ccccc1	0	5	10	0	1	-2	-10	26	-1
O=C(Nc1ccccc1C(=O)O)c1cccc(S(=O)(=O)Nc2ccc(Br)cc2)c1	-2	5	6	-1	1	11	13	7	-5
NC(=O)c1ccc[n+](CCC[n+]2cccc(C(N)=O)c2)c1	-1	4	2	1	1	-10	-3	17	-1
CCN(CC)CCOC(c1ccccc1)c1ccc(C)cc1 (stereo not drawn)	0	9	-11	8	0.96	-7	1	25	4
CC(C(=O)NC1CCCC1)N(Cc1ccco1)C(=O)c1snc(C(=O)NC2CCCC2)c1N (stereo not drawn)	-2	22	30	-1	0.93	-2	-3	4	7
Cc1nc(SCC(=O)N2CC(=O)Nc3ccccc32)c2c(C)c(C)sc2n1	1	21	21	0	0.96	-8	-5	7	4
COC(=O)c1ccc(C2C(Oc3ccc(OC)cc3)C(=O)N2CCc2ccc(OC)c(OC)c2)cc1 (stereo not drawn)	-2	7	16	-1	0.95	-1	-3	-11	5
CCOc1cc(N2CCOCC2)c(OCC)cc1NC(=O)Cc1ccc(OC)c(OC)c1	-1	8	9	6	0.91	7	0	11	9
O=C(NNc1nc(-c2ccccc2)cs1)c1ccccc1	-5	15	4	-1	0.96	-33	-4	7	4
Cc1ccc(C2C(N)C(=O)N2c2ccc(C)cc2)cc1 (stereo not drawn)	-1	29	-13	1	1.1	-16	0	22	-7

Six compounds drawn at random from those above, as already listed:
SMILES	MIN6 prolif	tim10-1 inh	TIM10 inh	APOBEC3A inh	mIAP act	hIAP inh	A3G deaminase	NALP3 yeast inh	mIAP block
C=CCNC(=O)COC(=O)/C=C/c1cccs1	2	10	-5	4	1	7	-3	2	-1
O=C(Nc1cccc(F)c1)c1sc(Cl)nc1-c1ccccc1	-5	0	6	1	0.98	-6	3	15	2
C=CCOc1c(Br)cc(CNc2ccc3[nH]c(=O)[nH]c3c2)cc1OCC	-1	16	7	-3	0.99	-2	-1	17	1
Cc1ccc(-c2nnc(N3CCOCC3)c3ccccc23)cc1S(N)(=O)=O	-1	21	-1	-8	0.97	-8	-11	5	3
COc1cc2cc(CCCOC(=O)c3cc(OC)c(OC)c(OC)c3)oc(=O)c2cc1OC	0	-7	0	1	0.98	-1	-5	9	2
COc1ccc(/C=C(\C#N)C(=O)OCC(=O)N(C)C2CCS(=O)(=O)C2)cc1 (stereo not drawn)	-3	-5	5	-2	1	6	-10	4	0
